Screening data as filed in PubChem.
12-LOX inh – Primary qHTS assay for inhibitors of human arachidonate 12S-lipoxygenase (ALOX12): Round 2; Polyunsaturated fatty acid lipoxygenase ALOX12 (Homo sapiens), P18054; purified 12hLO, xylenol orange hydroperoxide absorbance; Potency, µM (top dose mostly 108 µM), without a hit: top-dose activity change, negative = inhibition, hits mostly inhibitors; actives 1.1% (n = 580,000); note: potency is the fitted concentration of half-maximal effect; % is set by controls: 0 for no effect and ±100 for the full control effect
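Hydroperoxide product was detected by ferrous iron/xylenol orange as the 573 to 405 nm absorbance ratio. Arachidonic acid at 40 uM (final) was turned over for 30 min at room temperature by 150 nM human 12hLO, pH 7.0 Hepes buffer, after 15 min compound preincubation.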
Vif-A3G inh – qHTS for Inhibitors of Vif-A3G Interactions: qHTS | DNA dC->dU-editing enzyme APOBEC-3G (Homo sapiens), Q9HC16 | HeLa A3G-eYFP + Vif (tagged APOBEC3G with the HIV-1 protein that degrades it), YFP fluorescence, overnight | Potency, µM (titrated, usually from 46.1 µM), for inactives: at the top dose activity, negative = active, actives largely listed as inhibitors | actives 0.076% (n = 410,000);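 note: potency is the fitted concentration of half-maximal effect; % is set by controls: 0 for no effect and ±100 for the full control effect; nearly all actives have a fitted effect of over 60% in size; hits raise eYFP signal because A3G escapes Vif-driven loss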
Target sequence (Q9HC16 whole entry, looked up): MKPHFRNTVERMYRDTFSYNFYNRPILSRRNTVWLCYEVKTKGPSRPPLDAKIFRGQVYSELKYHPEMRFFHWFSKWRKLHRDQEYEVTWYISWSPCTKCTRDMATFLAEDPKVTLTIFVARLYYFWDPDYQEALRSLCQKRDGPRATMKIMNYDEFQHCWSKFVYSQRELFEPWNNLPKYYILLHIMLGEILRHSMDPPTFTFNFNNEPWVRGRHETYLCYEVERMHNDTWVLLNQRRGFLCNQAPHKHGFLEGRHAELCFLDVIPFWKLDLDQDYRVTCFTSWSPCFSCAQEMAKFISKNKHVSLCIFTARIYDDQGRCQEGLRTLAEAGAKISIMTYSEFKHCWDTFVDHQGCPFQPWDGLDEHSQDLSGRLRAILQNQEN
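HeLa cells stably expressing Vif and C-terminally eYFP-tagged A3G, seeded overnight at 37 deg C, then exposed to compound by pintool overnight at 37 deg C. Rise in yellow fluorescence (Ex 488/Em 500-530, Acumen) marks blocked Vif-driven A3G degradation.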
D2 antag – HTS Assay for Allosteric Antagonists of the Human D2 Dopamine Receptor: Primary Screen for Antagonists; inhibition, % at 10 µM; actives 2% (n = 340,000); HEK293 TREx D2 cells, calcium flux, dopamine EC80; in the data active = inhibition above about 30%; note: 0% is about no effect
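Tetracycline-induced HEK293 T-REx cells expressing D2 force-coupled to calcium signalling were dye-loaded, exposed to compound for 180 s, then challenged with an EC80 of dopamine; calcium flux was followed kinetically for a further 180 s.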
ERG-DNA inh – qHTS for Small Molecule Inhibitors of the ERG Ets/DNA interaction; Potency, µM (series often up to 76.9 µM), for inactives: at the highest dose FP activity, negative = inhibition, usual class: inhibitors; Transcriptional regulator ERG (Homo sapiens), P11308; fluorescence polarization, His-ERG Ets domain / labelled DNA; AID 624246, 2012; actives 0.028% (n = 370,000); active = well fitted inhibition curve with a large enough effect in the polarisation, with a control signal flat; inconclusive = small, poorly fitted or top-dose-only effect, or effect the other way, or a change in a side signal; inactive = no such curve, though single readings can be large or run the other way; the % refers to the polarisation;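 note: polarization taken with two DNA probes labelled with fluorescein and Texas red; potency is the fitted concentration of half-maximal effect; % of control where 0% means no effect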
Target sequence (P11308 whole entry, looked up, the tested form may be a part): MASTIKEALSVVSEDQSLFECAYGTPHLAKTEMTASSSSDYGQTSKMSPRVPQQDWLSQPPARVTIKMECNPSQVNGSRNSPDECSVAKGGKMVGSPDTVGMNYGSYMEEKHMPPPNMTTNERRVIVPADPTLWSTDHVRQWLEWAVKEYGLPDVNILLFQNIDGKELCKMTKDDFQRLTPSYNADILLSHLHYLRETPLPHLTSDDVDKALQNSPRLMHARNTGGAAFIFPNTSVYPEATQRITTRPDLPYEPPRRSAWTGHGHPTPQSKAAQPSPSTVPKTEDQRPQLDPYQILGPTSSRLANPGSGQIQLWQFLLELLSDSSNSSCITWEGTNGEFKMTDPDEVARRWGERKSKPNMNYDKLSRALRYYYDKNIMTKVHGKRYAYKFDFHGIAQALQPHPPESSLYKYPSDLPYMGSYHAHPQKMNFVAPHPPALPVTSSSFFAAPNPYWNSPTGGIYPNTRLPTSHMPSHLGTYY
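His-tagged ERG Ets domain (1 uM in the protein solution; 300mM KCl, 50mM Tris-HCl, 1mM EDTA, 1mM DTT, pH 7.5) received compound, then a probe mix of 5 nM fluorescein-DNA and 100nM Texas-615-DNA. Fluorescence polarization was read for both dyes.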
Glioma ERSR ind – qHTS for Inducers of the Endoplasmic Reticulum Stress Response (ERSR) in Human Glioma: qHTS. U87-MG GRP78 promoter luciferase reporter, 16 h. Potency, µM, for inactives: at the top dose activation, usual class: activators. actives 0.02% (n = 420,000). AID 602332, 2012; note: potency is the fitted concentration of half-maximal effect; series mostly up to about 76 µM; % of control where 0% means no effect; nearly all actives have a fitted effect of over 35% in size
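ERSR induction read as luciferase luminescence (Bright-Glo, 10 min at room temperature) in stably transfected human U87-MG glioma cells exposed to compounds for 16 h, using GRP78 as sensor.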
RGS4 inhibitor – Inhibitors of Regulator of G Protein Signaling (RGS) 4: qHTS. Regulator of G-protein signaling 4 (Homo sapiens), P49798. Transcreener GDP fluorescence polarization, RGS4-accelerated GTP hydrolysis. Potency, µM (titrated, usually from 114 µM), for the others: top-dose activity change, negative = inhibition, most hits filed as inhibitors. actives 0.039% (n = 390,000). AID 504845, 2011; note: potency is the fitted concentration of half-maximal effect; % is set by controls: 0 for no effect and ±100 for the full control effect; nearly all actives have a fitted effect of over 75% in size; some results filed as inactive show a strong effect at the top dose
Target sequence (P49798 whole entry, looked up): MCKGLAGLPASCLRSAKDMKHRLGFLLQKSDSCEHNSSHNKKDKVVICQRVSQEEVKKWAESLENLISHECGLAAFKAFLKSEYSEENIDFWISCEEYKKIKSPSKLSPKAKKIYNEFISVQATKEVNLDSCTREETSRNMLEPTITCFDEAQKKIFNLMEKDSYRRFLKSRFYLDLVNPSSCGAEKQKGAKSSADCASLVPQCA
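MLSMR compounds (23 nl, pin-transferred) preincubated 10 min at room temperature with a 500nM (2x) first reagent, then RGS4 at 900nM (2x) plus Transcreener GDP mix added; fluorescence polarization (620/688 nm) read before and after 90 min at 30 °C.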
Vif-APOBEC3F blk – qHTS for Inhibitors of Vif-A3F Interactions: qHTS. AID 602313, 2012. HeLa A3F-eYFP + Vif (tagged APOBEC3F with the HIV-1 protein that degrades it), YFP fluorescence increase. actives 0.2% (n = 390,000). Potency, µM (doses to about 46.1 µM), for the others: at the highest dose activity, negative = active; note: potency is the fitted concentration of half-maximal effect; % of control where 0% means no effect; nearly all actives have a fitted effect of over 65% in size
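HeLa cells stably expressing A3F-eYFP plus Vif, plated and incubated overnight at 37 deg C, then exposed to compounds overnight at 37 deg C. Blocked degradation read as raised yellow fluorescence (Ex 488/Em 500-530).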
D2 agonist – HTS Assay for Allosteric Agonists of the Human D2 Dopamine Receptor: Primary Screen for Agonists | D(2) dopamine receptor (Homo sapiens), P14416 | HEK293 T-REx D2 cells, calcium flux agonist mode | actives 0.53% (n = 340,000) | activation, % at 2 µM | AID 485358, 2010;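 active = activation over 3 SD above normal in the single-dose calcium agonist read, cut at about 30% in these data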; note: 0% is about no effect
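In this primary screen, compounds producing a positive calcium signal within 180 s of addition to tetracycline-induced, force-coupled HEK293 Trex D2 cells are flagged; cells are dye-loaded with a no-wash calcium kit beforehand.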
LDHA inh – qHTS assay for inhibitors of human lactate dehydrogenase; actives 0.15% (n = 480,000); purified LDHA, NADH/diaphorase-resazurin fluorescence; hits give low values; activity change, % (values are at about 110 or 230 µM); L-lactate dehydrogenase A chain (Homo sapiens), P00338; in the data active = activity change below about -30%; inconclusive = mostly about -25% to -30%;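 note: plate controls were DMSO wells for no effect and wells without enzyme for full effect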
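Human LDH5 at 2 nM final in Tris HCl pH 7.4 with 0.06 mM NADH and 0.2 mM pyruvate, reacted 5 minutes at room temperature. Remaining NADH coupled via diaphorase/resazurin; resorufin fluorescence read at 0 and 20 minutes, normalized to enzyme-free and DMSO wells.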
Starred values were filed as active, the others as inactive; ? = inconclusive; . = no result given; & = joins results of further samples; [ ] = another dose, or the depositor's remark. Unless noted, calls come from the whole dose curve; as a rule, active = well fitted curve in the direction sought with a large enough effect; inconclusive = small, poorly fitted or top-dose-only effect, or another doubt; inactive = no such curve, though single readings can be large; an effect the other way counts as inactive or inconclusive.

Sample of the layout, eight compounds:
SMILES	12-LOX inh	Vif-A3G inh	D2 antag	ERG-DNA inh	Glioma ERSR ind	RGS4 inhibitor	Vif-APOBEC3F blk	D2 agonist	LDHA inh
COc1ccccc1Nc1cc(C(=O)NCCCN(C)C2CCCCC2)c2ccccc2n1	?	-19%	.	1%	-7%	-50%	4%	-0.2	-1
COC(=O)c1ccc(CSc2nnc(N)s2)cc1	10%	1%	-4	-3%	3%	-27%	5%	-0.6	-5
O=C(NCCc1ccc(Cl)cc1)c1cccn1-c1nnc(N2CCCC2)s1	-28%	2%	.	0%	0%	-17%	0%	1.1	0
CCOc1cc(CNCc2ccccn2)cc(Cl)c1OCC	17%	0%	-6	0%	2%	13%	-25%	0.6	-1
O=C(CN1CCN(C(C(=O)Nc2ccc(Cl)cc2C(F)(F)F)c2ccccc2)CC1)NC1CC1 (configuration not stated)	3%	0%	-6	-1%	-6%	15%	1%	0.8	2
Cc1onc(C(=O)Nc2ccc3c(c2)OCO3)c1[N+](=O)[O-]	.	-11%	-2	-1%	3%	-21%	2%	0.6	4
CCc1nn2c(-c3ccco3)ccnc2c1-c1ccccc1	-2%	-7%	.	-3%	3%	4%	?	1.2	4
Cc1nn(Cc2c(Cl)cccc2Cl)c(Cl)c1/C=N/NC(=O)c1cccnc1	0%	-10%	-4	6%	1%	?	2%	-0.2	-4

Results, from the start:
SMILES	12-LOX inh	Vif-A3G inh	D2 antag	ERG-DNA inh	Glioma ERSR ind	RGS4 inhibitor	Vif-APOBEC3F blk	D2 agonist	LDHA inh
COc1ccccc1Nc1cc(C(=O)NCCCN(C)C2CCCCC2)c2ccccc2n1	?	-19%	.	1%	-7%	-50%	4%	-0.2	-1
COC(=O)c1ccc(CSc2nnc(N)s2)cc1	10%	1%	-4	-3%	3%	-27%	5%	-0.6	-5
O=C(NCCc1ccc(Cl)cc1)c1cccn1-c1nnc(N2CCCC2)s1	-28%	2%	.	0%	0%	-17%	0%	1.1	0
CCOc1cc(CNCc2ccccn2)cc(Cl)c1OCC	17%	0%	-6	0%	2%	13%	-25%	0.6	-1
O=C(CN1CCN(C(C(=O)Nc2ccc(Cl)cc2C(F)(F)F)c2ccccc2)CC1)NC1CC1 (configuration not stated)	3%	0%	-6	-1%	-6%	15%	1%	0.8	2
Cc1onc(C(=O)Nc2ccc3c(c2)OCO3)c1[N+](=O)[O-]	.	-11%	-2	-1%	3%	-21%	2%	0.6	4
CCc1nn2c(-c3ccco3)ccnc2c1-c1ccccc1	-2%	-7%	.	-3%	3%	4%	?	1.2	4
Cc1nn(Cc2c(Cl)cccc2Cl)c(Cl)c1/C=N/NC(=O)c1cccnc1	0%	-10%	-4	6%	1%	?	2%	-0.2	-4
COc1cc(OC)cc(C(=O)Nc2ccc(-n3cnnn3)c(C)c2)c1	-16%[57.4 µM]	0%	38*	.	0%	-42%	0%	-1.7	-4
COc1ccc(N(CC(=O)Nc2ccccc2OC)S(=O)(=O)c2ccccc2)cc1Cl	-5%	-20%	4	-6%	0%	-22%	-1%	1.7	4
O=C(CCC(=O)c1cccs1)OCC(=O)c1ccccc1F	-23%	-3%	-3	-17%	-2%	-10%	-22%	-0.3	-2
CNS(=O)(=O)c1ccc(C)cc1	-2%	1%	10	7%	-7%	?	-29%	-1.5	-3
COc1ccc2c(C)c(CC(=O)N3CCN(C(=O)C4COc5ccccc5O4)CC3)c(=O)oc2c1 (configuration not stated)	8%&-3%	5%	1	-5%	-2%	35%	-2%	1.4	-7&8
Cc1cccc(NC(=O)COc2ccccc2C)n1	1%	-2%	-5	-9%	8%	4%	0%	-0.1	-7
CCOC(=O)c1ccc(N=C2SC(C(=O)NC)CC(=O)N2CCc2ccccc2)cc1 (configuration not stated)	215%[activator]	-1%	-10	-2%	-1%	-10%	11%	1.8	-6
CCc1ccccc1NC(=S)NCc1ccc2c(c1)OCO2	?	1%	-1	2%	-2%	-17%	5%	-0.4	2
Cc1cc(N2CCN(C)CC2)nc2ccc(NC(=S)NCCN3CCc4ccccc4C3)cc12	?	0%	15	6%	-2%	-41%	-30%	-0.8	-1
COc1cc(-c2noc(C3CC(=O)N(c4ccc5c(c4)OCCO5)C3)n2)cc(OC)c1OC (configuration not stated)	-20%	-3%	.	-1%	2%	3%	-7%	0.0	-2
O=C1C(=O)N(C2CCN(S(=O)(=O)c3ccccc3)CC2)CCN1Cc1ccccc1	-10%	0%	.	-2%	-2%	-32%	2%	0.4	-2
CCOC(=O)NN1C(=O)c2ccccc2NC1c1ccccc1O (configuration not stated)	1%	2%	18	6%	-4%	10%	-9%	1.2	1
O=C(Nc1ccccc1)N1CCSc2cc(Cl)ccc21	8%	1%	.	-5%	2%	-6%	5%	.	-3
O=C(CC1N=C2c3ccccc3N=C(SCC(=O)Nc3cccc(C(F)(F)F)c3)N2C1=O)NCc1cccs1 (configuration not stated)	?	-1%	.	-1%	-2%	-9%	1%	-0.2	5
O=C(NCc1ccc(F)cc1)c1cc(S(=O)(=O)N2CCOCC2)ccc1F	7%	1%	14	-4%	-3%	6%	-12%	-0.3	-11
N#CC1=C(N)N2C(=C(C#N)C13CCN(Cc1ccccc1)CC3)Nc1ccccc12	21%	0%	0	-3%	-1%	23%	-11%	17	-2
Cc1ccc(-n2ncc3c2CC(C)(C)CC3NC(=O)c2ccncc2)cc1 (configuration not stated)	-15%	-1%	-5	-1%	-5%	6%	-4%	0.1	-6
COCCN1CC(CNC(=O)c2cc(COc3ccc(C)c(C)c3)on2)CC1=O (configuration not stated)	34%[activator]	-3%	0	-3%	?	20%[56.9 µM]	-1%	-0.2	-7
Cc1nn2c(=O)cc(COC(=O)c3ccc(NC(=O)c4cccc(Br)c4)cc3)nc2s1	-26%	-2%	.	1%	-6%	-27%	0%	1.4	-15
Cc1onc(-c2ccccc2Cl)c1C(=O)N(Cc1ccc(N(C)C)cc1)C(C)C	-22%	-3%	.	-7%	-1%	-4%	-17%	.	-7
CNc1ccccc1C(C)(C)c1cc(-c2ccc(F)cc2)no1	1%	-4%	7	3%	-4%	0%	-19%	-0.6	-4
CC(=O)N/C(=C\c1ccccc1)C(=O)OCC(=O)NC(=O)c1ccccc1	5%	2%	3	1%	0%	6%	2%	-0.3	-13
CCC(C)Nc1cc(C)c(C#N)c2nc3ccccc3n12 (configuration not stated)	54%[activator]	1%	-14	6%	-1%	-8%	6%	0.2	-6
O=C(Cn1c(=O)c(C(F)(F)F)nc2ccccc21)Nc1ccc(Br)cc1F	-11%	3%	.	3%	0%	17%	1%	.	-7
O=C(CCc1cn(Cc2ccc(F)cc2)c2ccccc12)NCCc1ccc(Cl)cc1	0%	4%	.	7%	1%	1%	8%	.	2
Cc1ccc(C2(c3ccccc3)NC(=O)N(CC(=O)N3CC(=O)Nc4ccccc43)C2=O)cc1C (configuration not stated)	-10%	-3%	23	13%	-4%	15%	4%	0.4	-2
CC(=O)Nc1ccc(NC(=O)CSC2=NS(=O)(=O)c3cc(F)ccc3N2)cc1	-3%	-4%	2	1%	-4%	0%	10%	0.1	-8
Cc1coc2c1c(C)cc1oc(=O)c(CC(=O)NCC(=O)O)c(C)c12	0%	-2%	8	-13%	-1%	3%	2%	1.8	-2
Cc1ccc(SCC(=O)NCCC2=CCCCC2)cc1	0%	0%	-10	-7%	8%	-6%	-7%	-0.4	-6
O=C(Nc1cccnc1)Nc1ccccn1	55%[activator]	1%	.	3%	-1%	27%	.	.	-6
O=C(NCCCN1CCc2ccccc2C1)C1CCN(c2nnc(-n3cccc3)s2)CC1	196%[activator]	-6%	.	-20%	-4%	-23%	1%	.	-8
CCOCCCNC(=O)c1cc(Sc2nnc(C)s2)nc2ccccc12	27%	9%	11	2%	-1%	21%	2%	0.1	-6
O=C(O)c1ccccc1NC(=S)NC(NC(=O)c1ccccc1[N+](=O)[O-])C(Cl)(Cl)Cl (configuration not stated)	?	1%	-6	-11%	-2%	?	-2%	-0.4	-1
CCc1ccc(-c2ccc3nnc(SCC(=O)Nc4cccc(C(C)=O)c4)n3n2)cc1	-47%&-18%	-6%	.	2%	-1%	21%	0%	0.7	-7&-12

Some of the compounds tested. The share of hits here may be higher or lower than overall.
